# Source: PubChem BioAssay (several laboratories)
# EBNA-1 inhibitor – blocks EBNA-1 binding to DNA; EBNA-1 DNA binding, fluorescence polarization; inhibition, % at 14.8 µM; actives 0.34% (n = 300,000); in the data active = inhibition above about 28%
# Fam108B inh – Fam108B inhibition, counter-screen for RBBP9 inhibitors. recombinant Fam108B, FP-Rh probe fluorescence polarization. inhibition, % at 9.51 µM. actives 0.33% (n = 300,000);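 active = inhibition above the screen mean inhibition plus 3 SD, computed separately per campaign, cut at about 18% in these data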;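 also: inhibitors lower polarization as less probe binds the enzyme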
# Yeast superoxide – lowers age-related superoxide in aged yeast cells. S. cerevisiae aged cells, superoxide DHE fluorescence; stronger effect = lower value. superoxide response (% of plate mean), % at 10 µM. actives 0.18% (n = 330,000);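 active = superoxide response under a set limit, about three screen SD below normal, cut at about 65% in these data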;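 also: yeast aged for seven days with compound at 30 °C before DHE staining; 100% = average MFI of all compound-treated wells on the plate with controls excluded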
# GLD-1 RNA inh – GLD-1-TGE RNA interaction inhibition (C. elegans); purified GLD-1 + fluorescein TGE RNA, fluorescence polarization; Q17339; AID 2280; inhibition, % at 5.96 µM; actives 0.44% (n = 320,000);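 active = percent inhibition above a per-plate cutoff, the plate mean of test compounds plus 3 SD, cut at about 30% in these data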;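 also: 0% = DMSO wells with GLD-1 and probe and 100% = wells lacking GLD-1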
# BCLXL inh – Bcl-xL (human) inhibition; AID 2129; inhibition, % at 10.9 µM; GST-Bcl-xL / FITC-Bim BH3 peptide fluorescence polarization; Q07817; actives 0.7% (n = 320,000);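 active = inhibition above the mean of all tested compounds plus 3 SD, cutoff set per campaign, cut at about 30% in these data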;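 also: 0% = DMSO wells and 100% = unlabeled Bim-BH3 peptide competitor; inhibitors lower millipolarization by displacing the labeled peptide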
# Target sequence (Q07817 whole entry, looked up): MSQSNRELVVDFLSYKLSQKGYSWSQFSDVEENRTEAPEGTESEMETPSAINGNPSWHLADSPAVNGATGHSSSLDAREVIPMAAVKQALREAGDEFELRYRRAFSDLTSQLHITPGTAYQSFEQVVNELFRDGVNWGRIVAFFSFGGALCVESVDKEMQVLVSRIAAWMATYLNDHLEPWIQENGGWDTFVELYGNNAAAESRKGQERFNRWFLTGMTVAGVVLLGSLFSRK
# ZTA DNA inh – ZTA (EBV) inhibition in EBNA-1 counter-screen; P03206; ZTA-DNA binding, fluorescence polarization; inhibition, % at 11 µM; actives 0.15% (n = 320,000); AID 2234; in the data active = inhibition above about 33%
# Target sequence (P03206 whole entry, looked up): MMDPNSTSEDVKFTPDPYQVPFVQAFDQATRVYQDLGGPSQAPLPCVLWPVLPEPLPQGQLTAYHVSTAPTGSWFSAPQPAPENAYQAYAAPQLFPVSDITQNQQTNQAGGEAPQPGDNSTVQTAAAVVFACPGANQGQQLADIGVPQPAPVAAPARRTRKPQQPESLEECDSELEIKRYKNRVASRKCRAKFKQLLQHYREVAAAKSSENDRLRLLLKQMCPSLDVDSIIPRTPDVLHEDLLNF
# Efflux pump inh – inhibitors of Candida antifungal efflux pumps expressed in yeast | S. cerevisiae Candida pump triplex, Nile Red efflux | inhibition, % at 10 µM | actives 0.44% (n = 330,000);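 active = plate passing quality check with inhibition over a set limit, or well fluorescence over plate mean plus 4 SD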;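 also: Nile Red retained in pooled yeast measured as flow cytometry median fluorescence; 0% = buffer negative control and 100% = Enniatin B positive control; higher means more Nile Red kept so more efflux inhibition; some compounds called inactive have numbers as strong as hits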
# MEX-5 binding – C. elegans MEX-5 TCR-2 RNA binding activity | Q9XUB2 | MEX-5/FITC-TCR2 RNA binding, fluorescence polarization; stronger effect = lower value | activity score (negative = inhibition of binding), % at 10 µM | actives 0.38% (n = 300,000) | AID 1832;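 active = inhibition past about -25% in most replicates, and total fluorescence under double the plate's negative control median, limit read from the data; inconclusive = replicates evenly split on the limit, or fluorescence at least double controls; inactive = too little inhibition in most replicates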;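 also: 0% = DMSO and -100% = 5 µM competing unlabeled TCR2 RNA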
# Target sequence (Q9XUB2 whole entry, looked up): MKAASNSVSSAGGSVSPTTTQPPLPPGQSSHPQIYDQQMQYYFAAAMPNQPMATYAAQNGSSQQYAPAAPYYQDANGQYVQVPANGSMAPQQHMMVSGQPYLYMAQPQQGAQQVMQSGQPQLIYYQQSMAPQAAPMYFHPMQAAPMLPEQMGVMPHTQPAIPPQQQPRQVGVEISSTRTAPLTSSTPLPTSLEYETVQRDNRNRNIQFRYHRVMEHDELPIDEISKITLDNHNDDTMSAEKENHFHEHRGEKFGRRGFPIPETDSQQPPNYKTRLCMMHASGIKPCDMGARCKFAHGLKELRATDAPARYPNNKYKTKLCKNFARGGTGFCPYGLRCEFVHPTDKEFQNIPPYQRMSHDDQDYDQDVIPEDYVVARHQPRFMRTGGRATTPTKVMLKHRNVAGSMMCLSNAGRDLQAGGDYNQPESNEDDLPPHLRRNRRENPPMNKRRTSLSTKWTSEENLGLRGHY
# MCL1-BIM inh – inhibitors of human MCL1 binding to BIM-BH3 peptide | Q07820 | GST-MCL1 / FITC-Bim-BH3 fluorescence polarization | inhibition, % at 10.9 µM | actives 0.68% (n = 320,000);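 active = inhibition above the mean inhibition of all tested compounds plus 3 SD, set per campaign, cut at about 40% in these data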;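 also: 0% = DMSO wells and 100% = unlabeled Bim-BH3 peptide control; higher means more loss of mP so more displacement of Bim peptide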
# The depositor's hits bear a star; ? = inconclusive; · = not tested or not shown. Not a hit list; about 2.3% have a hit in one of these screens.
Compound	EBNA-1 inhibitor	Fam108B inh	Yeast superoxide	GLD-1 RNA inh	BCLXL inh	ZTA DNA inh	Efflux pump inh	MEX-5 binding	MCL1-BIM inh
O=C(c1ccc2oc(Cc3ccc(Cl)cc3)nc2c1)N1CC[C@H](O)C1	-4	5	79	-1	1	4	-0.4	1.2	1
CNc1nc(C)nc(-n2nc(C)cc2C)n1	-3	1	133	5	4	0	-0.3	0.7	-1
CC(C)C[C@H]1COCCS(=O)(=O)N1Cc1ccc(Cl)c(Cl)c1	5	1	98	1	67*	-2	-0.1	-0.2	-9
Cc1ccc(C(=O)N/C(=C/c2cccs2)C(=O)NCc2ccco2)cc1	9	-1	95	2	1	17	-0.8	-0.8	3
CCOC(=O)c1ccccc1NC(=O)c1ccccc1NS(C)(=O)=O	-6	10	103	2	0	6	0.0	-1.1	-2
Cc1cccc2cc(CN(Cc3ccco3)C(=O)c3ccco3)c(=O)[nH]c12	1	0	96	1	4	-3	0.2	-1.4	-3
CC(=O)N1CCN(S(=O)(=O)c2cccc(C(=O)NNC(=O)Cn3nc(C)cc3C)c2)CC1	·	·	105	-7	8	-20	0.4	·	4
Cc1csc(=O)n1CC(=O)OCc1nnc(-c2ccc(Cl)cc2)o1	-9	2	89	7	11	-15	0.0	-2.8	4
CCOC(=O)N1CCC(NC(=O)c2oc3c(F)cccc3c2C)CC1	6	-2	92	9	1	-7	0.2	1.5	5
O=C(NCc1ccco1)C12CN(Cc3ccccc3)CC1C(c1ccc([N+](=O)[O-])cc1)=NO2 (stereo not drawn)	-7	-1	·	7	2	-3	·	0.4	1
CCCCNc1cc(=O)oc2ccccc12	6	-5	97	2	1	20	0.1	1.9	9
CCOc1ccc(N2CC(C(=O)Nc3ccc(F)cc3F)CC2=O)cc1 (stereo not drawn)	-7	2	110	0	-1	-9	-0.1	0.8	0

# Quoted at random: two entries already listed
Compound	EBNA-1 inhibitor	Fam108B inh	Yeast superoxide	GLD-1 RNA inh	BCLXL inh	ZTA DNA inh	Efflux pump inh	MEX-5 binding	MCL1-BIM inh
Cc1cccc2cc(CN(Cc3ccco3)C(=O)c3ccco3)c(=O)[nH]c12	1	0	96	1	4	-3	0.2	-1.4	-3
Cc1ccc(C(=O)N/C(=C/c2cccs2)C(=O)NCc2ccco2)cc1	9	-1	95	2	1	17	-0.8	-0.8	3

# The results go on:
Compound	EBNA-1 inhibitor	Fam108B inh	Yeast superoxide	GLD-1 RNA inh	BCLXL inh	ZTA DNA inh	Efflux pump inh	MEX-5 binding	MCL1-BIM inh
COc1cc(OC)c(OC)cc1/C=N/Nc1ncnc2c1[nH]c1ccccc12	-1	6	113	1	4	-14	0.0	-7.9	1
Cc1cc(C(=O)CSc2nnc(-c3ccco3)o2)c(C)n1-c1ccc2c(c1)OCCO2	4	-8	110	-2	-5	-4	0.2	-0.4	-6
COc1cccc(OCc2cc(C(=O)N3CCN(c4ccccc4OC)CC3)no2)c1	3	-1	94	11	4	-6	0.1	4.0	2
Cc1cc(=O)[nH]c2ccc(S(=O)(=O)Nc3ccc(O)cc3)cc12	-13	-4	94	3	1	-16	0.4	-2.8	-3
CC(OC(=O)c1ccc(NS(=O)(=O)c2ccc3[nH]c(=O)[nH]c3c2)cc1)C(=O)Nc1ccc(Cl)cc1 (stereo not drawn)	2	-31	99	11	1	18	-0.1	-4.3	-2
O=C(OC(C(=O)NCc1cccs1)c1ccccc1F)c1ccco1 (stereo not drawn)	-12	2	100	1	6	4	0.2	1.3	-1
CCOc1ccc(C(=O)OC2CCN(C)CC2)cc1	6	-3	88	-12	-39	6	-0.1	-0.4	-76
CCCCN=Cc1c(C)[nH]n(-c2ccccc2)c1=S	6	3	103	-3	-26	3	0.1	1.1	-12
O=C(c1ccc2nc[nH]c2c1)N1CCc2ccccc2C1	9	0	87	7	2	4	-0.1	0.5	3
COc1ccc(CCNC(=O)[C@H](C)NC(=O)[C@@H]2CSC3c4ccccc4C(=O)N32)cc1 (stereo partly drawn)	1	1	93	-2	4	10	0.3	2.1	3
COc1ccc(C(=O)C2CCCN(Cc3ccc4nonc4c3)C2)c(OC)c1 (stereo not drawn)	6	3	88	2	5	-8	0.0	0.9	-3
Cc1cc(C(=O)NCCCOC(C)C)c2ccccc2n1	-8	-2	130	4	-4	7	0.6	1.6	-9

Compound	EBNA-1 inhibitor	Fam108B inh	Yeast superoxide	GLD-1 RNA inh	BCLXL inh	ZTA DNA inh	Efflux pump inh	MEX-5 binding	MCL1-BIM inh
Cc1c(C)c2ccc(OCC(=O)N3CCC[C@@H]3C(=O)O)c(C)c2oc1=O	-16	4	113	11	-2	-7	0.1	-0.8	-8
COc1ccc(Cn2nnnc2C(c2ccccc2Cl)N2CCC(C(N)=O)CC2)cc1 (stereo not drawn)	-12	1	99	-3	2	-7	0.1	-1.9	4
COc1ccc(NC(=O)CCN2CCCCCC2)cc1	6	-3	97	-9	6	-11	0.0	-0.2	7
COC(=O)c1ccc(NC(=O)Cc2ccccc2)cc1	-5	5	101	-4	5	-21	-0.3	0.8	4
Cc1ccc(N2CC(C)Cn3c2nc2c3c(=O)n(CC(=O)OCc3ccccc3)c(=O)n2C)cc1C (stereo not drawn)	-20	0	107	-1	-2	1	0.2	1.9	-3
CCN1C(=O)c2ccccc2S(=O)c2ccc(C(=O)N3CCN(C(=O)c4ccco4)CC3)cc21 (stereo not drawn)	10	1	90	4	-3	0	-0.2	-3.1	0
COc1ccc(/C(C)=N/NC(=O)CNC(=O)c2ccco2)cc1	9	1	91	4	2	10	0.0	2.8	-1
Cc1nc(N2CCOCC2)sc1C(=O)NN	0	0	105	4	3	-10	0.1	5.3	4
COc1cccc(CN(C)C(=O)C2CC(=O)N(c3ccc4c(c3)OCCO4)C2)c1 (stereo not drawn)	-10	-1	108	2	4	10	0.1	1.2	1
CCc1cc2c(=O)n(-c3ccc(Br)cc3)cnc2s1	15	-2	97	7	-1	11	0.0	2.5	2
CCOc1ccc(CNC(=O)CCC(=O)N2CCSc3ccccc32)cc1	-2	-2	105	2	-1	-3	-0.2	1.8	-4
Cc1ccc(NC(=O)CN(C)CC(=O)Nc2sc3c(c2C(N)=O)CCC3)cc1	1	2	99	6	5	-25	-2.4	4.5	1

# Part of the list above in order of molecular weight, low to high.
Compound	EBNA-1 inhibitor	Fam108B inh	Yeast superoxide	GLD-1 RNA inh	BCLXL inh	ZTA DNA inh	Efflux pump inh	MEX-5 binding	MCL1-BIM inh
Cc1nc(N2CCOCC2)sc1C(=O)NN	0	0	105	4	3	-10	0.1	5.3	4
COC(=O)c1ccc(NC(=O)Cc2ccccc2)cc1	-5	5	101	-4	5	-21	-0.3	0.8	4
CCOc1ccc(CNC(=O)CCC(=O)N2CCSc3ccccc32)cc1	-2	-2	105	2	-1	-3	-0.2	1.8	-4
Cc1ccc(NC(=O)CN(C)CC(=O)Nc2sc3c(c2C(N)=O)CCC3)cc1	1	2	99	6	5	-25	-2.4	4.5	1
Cc1ccc(N2CC(C)Cn3c2nc2c3c(=O)n(CC(=O)OCc3ccccc3)c(=O)n2C)cc1C (stereo not drawn)	-20	0	107	-1	-2	1	0.2	1.9	-3

# Remaining list, next part.
# Sequence of screens – EBNA-1 inhibitor | Fam108B inh | Yeast superoxide | GLD-1 RNA inh | BCLXL inh | ZTA DNA inh | Efflux pump inh | MEX-5 binding | MCL1-BIM inh
- CC(C)Cc1ccc(CN2CCC(n3nccc3NC(=O)C3CCCC3)CC2)cc1
  -6 | -4 | 96 | 0 | -5 | -1 | 0.0 | 3.2 | -1
- COc1ccccc1CNC(=O)C1CCN(C(=O)[C@@H]2Cc3ccccc3CN2)CC1
  -5 | -5 | 102 | -8 | 2 | 1 | 0.0 | 0.2 | -3
- CCCOc1ccc(-c2nnn(CC(=O)Nc3cccc(C(=O)OC)c3)n2)cc1
  -1 | -32 | 96 | 6 | -3 | 2 | 0.1 | -0.7 | 1
- COc1cccc(N=Cc2c[nH][nH]c2=O)c1
  5 | 3 | 101 | 2 | 5 | 24 | 0.0 | 0.0 | -6
- c1ccc(N2CCOCCOCCOCCOCC2)cc1
  2 | 0 | 110 | 0 | 5 | -25 | -0.2 | 1.4 | 7
- CCCn1c(=O)c2ccccc2n2c(SCc3nc4ccccc4s3)nnc12
  1 | -7 | 109 | -6 | -1 | 8 | 0.5 | -0.5 | -11
- COc1ccc(CCNC(=O)CNC(=O)Cn2ccc3ccccc3c2=O)cc1OC
  6 | -3 | 103 | 6 | 1 | 15 | -0.1 | -1.3 | 4
- Cc1cccc(/C=C(\C(=O)C(=O)O)c2ccc3ccccc3n2)c1
  -8 | -5 | 83 | -6 | -11 | -4 | -0.1 | ? | -18
- COc1cc(C(=O)NCCc2ccccc2)ccc1OCC(=O)N1CCOCC1
  · | · | 73 | 0 | -5 | 17 | -0.2 | · | 4
- O=C(O)c1cccc(Nc2nc3ccccc3nc2NS(=O)(=O)c2cccs2)c1
  -6 | 3 | 95 | 1 | 1 | -4 | -0.2 | -3.2 | 6
- CC(=O)N[C@H]1[C@H](Oc2ccc3c(c2)CCC2C3CC[C@]3(C)C(=O)CCC23)O[C@H](CO)[C@@H](O)[C@@H]1O (stereo partly drawn)
  14 | -6 | 106 | 4 | 2 | 8 | -0.2 | 1.1 | -1
- Oc1ccc(-n2cccc2/C=N/n2cnnc2)cc1
  6 | 1 | 111 | -1 | 3 | 12 | 0.1 | -17 | 0
- O=C(Nc1ccc2c(c1)OCCO2)C1CCN(C(=O)c2ccc([N+](=O)[O-])cc2)CC1
  7 | 0 | 97 | 3 | 0 | 2 | -0.1 | -3.4 | -2
- CCc1c(O)c(/C(C)=N\O)c(=O)n(-c2ccccc2)c1-c1ccccc1
  1 | -2 | 98 | 1 | 7 | 10 | 0.0 | -2.3 | 6
- CC(C)C(=O)NC(=O)COC(=O)/C=C/c1cccs1
  11 | -1 | 92 | 4 | -1 | 7 | 0.1 | -0.6 | -6

# Sequence of screens – EBNA-1 inhibitor | Fam108B inh | Yeast superoxide | GLD-1 RNA inh | BCLXL inh | ZTA DNA inh | Efflux pump inh | MEX-5 binding | MCL1-BIM inh
- CCOC(=O)Cc1nn(C)c(=O)c2ccccc12
  3 | 8 | 85 | 3 | 3 | -10 | 0.0 | -1.0 | 11
- CNC(=O)c1ccsc1NC(=O)CN1C(=O)CCC1=O
  -2 | 1 | 102 | 148* | 144* | -4 | -0.2 | 1.1 | 155*
- O=C(CSc1ccc(Cl)cc1)Nc1cccc(-c2nnc(-c3ccco3)o2)c1
  10 | -3 | 129 | 2 | 4 | 5 | 0.0 | -0.3 | 1
- COc1cccc(C(=O)NCC(=O)NCc2cc(=O)n(C)c(=O)n2C)c1
  -7 | 1 | 85 | -7 | -5 | -4 | 0.2 | -1.5 | 0
- CCCC(=O)Nc1ccc(N2CCN(C(=O)c3cc4ccccc4o3)CC2)cc1
  -2 | 0 | 96 | 6 | 3 | -14 | 0.0 | 1.1 | 37
- O=C(NC(=O)c1ccccc1Cl)Nc1ccc(-c2cnco2)cc1
  5 | -15 | 87 | -3 | -6 | -9 | 0.0 | -1.7 | -8
- Cc1ccc(NC(=O)CCC(=O)N/N=C/c2cccs2)cc1C
  -5 | 2 | 103 | -6 | 6 | 3 | 0.1 | 0.6 | 1
- CSc1ccc(S(=O)(=O)Nc2ccc(NC(C)=O)cc2)cc1
  -2 | -1 | 90 | 2 | 6 | 8 | 0.0 | 1.8 | 3
- O=C(c1ccc2c(c1)OCO2)N1CCC2(CC1)Oc1ccc(Cl)cc1C(=O)C21CC(c2ccccc2)=NO1 (stereo not drawn)
  -2 | 2 | 89 | -1 | 2 | -5 | 0.0 | 1.5 | 4
